MKP-3 inhibition = MKP-3 phosphatase inhibitors, primary screen, biochemical, rat enzyme, in vitro (AID 425); recombinant MKP-3 phosphatase activity, fluorescence; higher % means a stronger effect; inhibition, % at 20 µM; hits with a dose series show IC50 in µM; 0.17% of 110,000 active; in the data active means inhibition above about 50%;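 further: plate controls were vehicle for no effect and reference inhibitor for full effect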
Hsp70 inhibitors = small molecules displacing fluorescent ligand from Hsp70 – biochemical, fluorescence polarization, primary screen (AID 583). Hsp70 fluorescence polarization probe displacement, mP; higher % means a stronger effect. 0.06% of 140,000 active. one-dose displacement, % at 20 µM; IC50 in µM for titrated hits; in the data active means displacement above about 50%;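 further: plate controls were vehicle for no effect and reference ligand for full effect; a part of the inactive calls stands beside numbers as strong as those of hits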
* hit, by the source's call; / = not tested or not shown; & = joins results of further samples. The list is partial; rates above refer to the full screens.

SMILES | MKP-3 inhibition | Hsp70 inhibitors
Cc1cc2c(cc1C)N(C(=O)CSc1nncn1C)C(C)(C)c1ssc(=S)c1-2 | / | 4.3%
CCCNC(=O)CCn1c(-c2ccc(C)cc2)cc(C(=O)OCC)c1C | / | -2.4%
O=C1/C(=C/c2ccc(Br)o2)Sc2ccccc21 | 2% | -42%
COCCNC(=O)Cn1nc(C)c2ccccc2c1=O | -1% | 2.2%
O=S(=O)(Nc1ccc(S(=O)(=O)N2CCCCCC2)cc1)c1cccs1 | / | 2.5%
CCOc1cc(/C=C2\C=C(c3ccc(OC)cc3)OC2=O)ccc1OC(C)=O | 1% | -2.0%
CCOc1ccccc1C(=O)Nc1c(Cl)cccc1Cl | -1% | 4.2%
COc1ccc(CCNC(=O)CC2COc3ccccc3O2)cc1OC (stereo not drawn) | 0% | 1.0%
CCSc1nnc(-c2cccnc2)n1-c1ccc(Cl)c(C)c1 | / | 2.7%
COC(=O)c1cc(-c2cccc(N)c2)nc2ccccc12 | 0% | -0.2%
Cc1ccc(C(c2nnnn2C(C)(C)C)N2CCC(C)CC2)cc1 (stereo not drawn) | / | 5.5%
CCOC(=O)c1c(C)[nH]c2cc(Br)c(OC)cc12 | -11%&3% | -3.7%&3.6%
Cc1ccc(S(=O)(=O)Nc2cc(Cl)c(O)cc2C)cc1 | / | -4.1%
Cc1cc2ncn(CC(O)COc3ccc4ccccc4c3Br)c2cc1C (stereo not drawn) | 4% | 3.2%
COc1ccc(S(=O)(=O)N(CC(=O)NCc2ccco2)c2ccccc2)cc1 | / | -3.4%
COc1ccc(S(=O)(=O)NCc2ccccn2)c(Cl)c1Cl | -3% | -2.5%
O=C(N=Nc1c(O)n(CN2CCCC2)c2ccc(Br)cc12)c1ccncc1 | 2% | -1.3%
CC(=O)Oc1ccc(/C=N/NS(=O)(=O)c2ccccc2)cc1 | 1% | 2.5%
CN1CC=C2C(C#N)=C(N)C(C#N)(C#N)C(CCc3ccccc3)C2C1 (stereo not drawn) | -2% | 42%
O=C1N=c2ccccc2=C1c1sc(=S)n(-c2ccc(F)cc2)c1O | 0% | -2.7%
CCn1c(C(C#N)/C(=N\S(=O)(=O)c2cccs2)c2ccccc2)nc2ccccc21 (stereo not drawn) | 0% | 0.4%
Cc1ccc(NC(=S)NC2CCCCC2)cc1 | 4% | 3.2%
Cc1cc(/C=C(\C#N)C(=O)OCC(=O)NC(=O)NC(C)(C)C)c(C)n1CCC(C)C | / | -1.6%
Cc1cccc(Nc2nc(-c3ccccn3)cs2)n1 | -16% | 1.3%
Cc1cccc(Oc2nc(-c3ccccc3)cc(C)c2S(C)(=O)=O)c1C | / | -5.8%
CCOC(=O)c1ccccc1NC(=O)c1cc(Cl)ccc1[N+](=O)[O-] | 3% | -5.4%
COc1cccc(NS(=O)(=O)c2ccc3c(c2)n(C)c(=O)c(=O)n3C)c1 | 0% | 1.2%
O=C(COc1ccc2ccccc2c1)Nc1cc(Cl)cc(Cl)c1 | 3% | -1.6%
CC(C)c1ccc2c(c1)C1(NN=C(c3ccccc3)S1)C(=O)N2 (stereo not drawn) | / | 6.4%
Cn1cc(C(=O)NCCN2CCN(c3cccc(Cl)c3)CC2)c2c3ccccc3n(C)c2c1=O | 10% | -8.0%
Nc1ccc(CN2CCCCCC2)cc1 | / | 1.3%
COC(=O)c1ccc(NC(=O)CN2C(=O)CSC2=O)cc1 | -10% | 5.4%
O=C(O)C1(P(=O)(c2ccc(Cl)cc2)c2ccc(Cl)cc2)CCCC1 | 0% | 3.2%
C=CCSc1nc2c(c(=O)[nH]c(=O)n2C)n1Cc1ccc(C)cc1 | -4% | 1.4%
CCOC(=O)c1c(NC(=O)CSc2nnc(Cc3ccccc3)o2)sc(C(C)=O)c1C | / | -2.4%
CCOC(=O)c1ccc(NC(=O)NC(C)C2CCCO2)cc1 (stereo not drawn) | -10% | 2.6%
O=S(=O)(c1ccccc1)N1CCN(S(=O)(=O)N2CCCCC2)CC1 | / | -2.1%
CCCCC(=O)NNC(=S)NC(=O)CCC | / | -0.8%
COc1ccc(S(=O)(=O)N2CCCCCC2)cc1C(=O)OCc1c(C)noc1C | -6% | 3.0%
CC1CCN(C(=O)c2ccc(COc3ccccc3Cl)o2)CC1 | -6% | 0.4%
COC(=O)c1cc(NC(=O)CN(c2ccc3c(c2)OCO3)S(C)(=O)=O)ccc1Cl | -6% | -0.8%
CCOC(=O)C1CCN(C(=O)CSc2cc(=O)n(CC)c3ccccc23)CC1 | -10% | 1.5%
CC1CCCC(NC(=O)C2CCN(S(=O)(=O)N3CCC4(CC3)OCCO4)CC2)C1C (stereo not drawn) | -5% | -4.0%
COC(=O)c1ccc(Nc2cc(C)nc(-c3ccccc3O)n2)cc1 | -7% | 1.0%
OCc1ccccc1OCCOc1ccc(Cl)c2cccnc12 | -7% | 2.8%
CC(=O)NC(O)C(=O)c1ccccc1 (stereo not drawn) | -4% | 3.8%
CSc1nnc(-c2ccc(F)cc2)o1 | -10% | -2.1%
CC(C)(C#N)Nc1ccccc1 | 2% | /
COc1ccc(OC)c(CN2CCN(C(=O)c3cccc4ccccc34)CC2)c1 | 0% | 5.1%
CC1CCCC(C)N1C(=O)c1nn2c(c1Cl)NC(c1ccc(Cl)cc1)CC2C(F)(F)F (stereo not drawn) | 4% | 1.2%
O=C1c2cccc3c([N+](=O)[O-])ccc(c23)C(=O)N1Cc1cccnc1 | 4% | 4.6%
CN(CC(=O)N1CCc2ccccc21)S(=O)(=O)c1ccc(Cl)cc1 | -11% | -0.6%
CCOC(=O)c1c(-c2ccccc2)oc2cc(Br)c(OC(C)C(=O)OC)cc12 (stereo not drawn) | 2% | -1.7%
CCOc1ccccc1NC(=O)CSc1nnc(CNC(=O)c2ccco2)o1 | -5% | /
CN(C(=O)CSc1nc(-c2ccc(F)cc2)cs1)C1CCS(=O)(=O)C1 (stereo not drawn) | -1% | 1.4%
CCOC(=O)C1=C(c2ccccc2)N=c2s/c(=C\c3ccco3)c(=O)n2C1c1cccs1 (stereo not drawn) | 3% | -1.7%
CCOC(=O)c1nonc1NC(C)=O | / | 3.3%
CCOc1ccccc1-c1nn2c(Cc3ccccc3)nnc2s1 | -4% | -2.0%
COc1cc2c(cc1OC)C(C(=O)Nc1ccccn1)C(c1cccnc1)N(C)C2=O (stereo not drawn) | -1% | -0.6%
CC1(C)CC(=O)C2=C(C1)OC1=C(C(=O)CC(C)(C)C1)C2c1cn[nH]c1-c1ccccc1 | 1% | 1.3%

(more compounds)
SMILES | MKP-3 inhibition | Hsp70 inhibitors
CC(C)Cc1nc2n[nH]c(N)c2c2c1COC(C)(C)C2 | / | -1.8%
COc1ccc(CCNC2CC(=O)N(CCc3ccc(OC)c(OC)c3)C2=O)cc1 (stereo not drawn) | / | 1.5%
CCC(=O)Nc1ccc(NC(=O)/C=C/c2ccccc2)cc1 | 4% | -2.1%
CCC(C)NC(=O)c1c(-c2ccccc2Cl)noc1C (stereo not drawn) | -1% | -3.1%
Cc1ccc(-c2nn(-c3ccccc3)cc2C2CC(c3cccs3)=NN2C(=O)CCCC(=O)O)cc1 (stereo not drawn) | / | -1.0%
CCOC(=O)c1ccc(NC(=O)CCCN2C(=O)/C(=C/c3ccc(OC)cc3)SC2=S)cc1 | 0% | -2.8%
Cc1cc(NS(=O)(=O)c2ccc(N/C=C/C(=O)c3cccs3)cc2)nc(C)n1 | 0% | 0.2%
COCC(=O)N(C)C1(c2nnnn2CCOC(=O)Nc2cccc3ccccc23)CCCC1 | -1% | 7.0%
O=C(O)CN(Cc1ccccc1)S(=O)(=O)c1ccccc1 | 0% | -0.9%
O=C(CSc1nnc(-c2ccncc2)n1Cc1ccccc1)Nc1nccs1 | / | -1.2%
CCn1ncc(C2=NOC(C(=O)N3CCN(c4ccccc4)CC3)C2)c1C (stereo not drawn) | 5% | -1.6%
O=c1c2cnn(-c3ccccc3)c2nc(Cc2ccccc2)n1Cc1ccccc1 | 0% | -6.6%

Three of the entries above in order of the Hsp70 inhibitors value, ascending:
SMILES | MKP-3 inhibition | Hsp70 inhibitors
CCOC(=O)c1c(NC(=O)CSc2nnc(Cc3ccccc3)o2)sc(C(C)=O)c1C | / | -2.4%
O=C(COc1ccc2ccccc2c1)Nc1cc(Cl)cc(Cl)c1 | 3% | -1.6%
O=C1c2cccc3c([N+](=O)[O-])ccc(c23)C(=O)N1Cc1cccnc1 | 4% | 4.6%

Later entries
SMILES | MKP-3 inhibition | Hsp70 inhibitors
Cc1ccc(S(=O)(=O)c2c(COC(=O)c3cccc(Cl)c3)c(-c3ccccc3)nn2C)cc1 | / | -2.5%
CCOC(=O)C(C(=O)OCC)=C1OC(=O)c2ccccc21 | -5% | -5.5%
N#Cc1c(N)nc(SCC(=O)OCc2ccccc2)c(C#N)c1-c1ccco1 | -3% | 2.0%
CCOC(=O)CC1=NS(=O)(=O)c2ccccc2N1 | -4% | 5.9%
COc1ccc(N(CC(=O)Nc2ccccc2Br)S(C)(=O)=O)c(OC)c1 | 0% | -6.0%
Cc1ccc2nc(/C(C#N)=C\c3ccc([N+](=O)[O-])o3)[nH]c2c1 | 0% | -10%
CN(C(=O)c1cccc(C#N)c1)c1nnc(C2CCOC2)s1 (stereo not drawn) | -15% | 0.1%
CC(=O)c1ccc(NC(=O)C(Cc2ccccc2)NC(=O)c2ccco2)cc1 (stereo not drawn) | / | -2.3%
CC(C)(C)C(=O)Nc1ccc2oc(-c3cc(F)c(F)cc3Cl)nc2c1 | / | 0.6%
O=C(O)c1ccccc1NS(=O)(=O)c1ccccc1C(F)(F)F | 0% | 0.6%
CCc1ccccc1NC(=O)/C(=C/c1ccccc1)c1ccccc1 | -3% | 6.2%
CCOC(=O)c1ccc2c(c1)C1C=CCC1C(c1cccc3ccccc13)N2 (stereo not drawn) | 8% | -4.4%
CCOC(=O)C1=NNC2C(=O)N(c3ccc(F)cc3)C(=O)C12 (stereo not drawn) | 0% | -2.5%
O=C(Nc1cccc(Cl)c1)c1ccc(NC(=O)c2cccs2)cc1 | 1% | 2.0%
O=C(NCC(=O)N(CC1CCCO1)C(C(=O)NC1CCCC1)c1cccnc1)c1ccco1 (stereo not drawn) | -6% | -2.0%
CCc1ccc(NC(=O)c2cc(-c3ccco3)on2)cc1 | -9% | -3.1%
Brc1ccc(CN2CCSCC2)cc1 | / | 1.2%
Cc1ccc(CNc2ncnc3c2cnn3-c2ccccc2)cc1 | -12% | 5.1%
CC(C)Cn1c2c(c(O)c(C(=O)Nc3ccc(F)cc3)c1=O)CCCC2 | -9% | 0.4%
Cn1nnnc1SCc1nnc(-c2ccccc2Br)o1 | / | 3.2%
COc1cc(NC(=O)Cn2nc(C(F)(F)F)c(Cl)c2C)c(OC)cc1Cl | 3% | -3.6%
CC1CCN(CCc2nc3cc(NS(=O)(=O)c4ccccc4)ccc3n2C)CC1 | -3% | 2.7%
Cc1ccc(/C(N)=N/OC(=O)c2ccc([N+](=O)[O-])cc2)cc1 | -1% | -5.0%
Cc1[nH]c2ccccc2c1C1(O)C(=O)N(Cc2ccc3c(c2)OCO3)c2ccccc21 (stereo not drawn) | 2% | -1.9%
Cc1ccc(OCC(=O)NNC(=O)c2ccco2)c(Br)c1 | 2% | -4.6%
N#CCCCSC1=C(C#N)C(c2ccccc2Cl)CC(=O)N1 (stereo not drawn) | 6% | -0.5%
CC(=O)N1CCN(S(=O)(=O)c2cccc(C(=O)Nc3nc4c(s3)CCCC4)c2)CC1 | / | -0.5%
COc1ccc(C2/C(=C(\O)c3ccccc3)C(=O)C(=O)N2c2cccc(Cl)c2)cc1OC (stereo not drawn) | -2% | 1.5%
CCOc1ccc(NC(=O)c2cccc(-n3cnnn3)c2)cc1 | -2% | -0.6%
O=C(O)c1sc2cccc(Cl)c2c1Cl | 2% | -0.5%
CC(C)c1ccc(-c2nn[nH]n2)cc1 | -8% | 3.9%
O=C(NCc1ccc2c(c1)OCO2)c1cc(S(=O)(=O)N2CCCCC2)ccc1F | 2% | -3.8%
CN1C2C=C3C(C#N)=C(N)C(C#N)(C#N)[C@@H](c4ccc(Cl)cc4)[C@@H]3C1CC2 (stereo partly drawn) | -11% | 3.5%
COc1cccc(C2=NOC(C(=O)NCCCn3ccnc3)C2)c1 (stereo not drawn) | / | -1.9%
Oc1c(CN2CCN(c3ccccn3)CC2)cc(Cl)c2cccnc12 | 1% | -1.1%
COc1ccc2c(c1)[n+](=O)c(C(C)=O)c(C)n2[O-] | / | 1.9%
CCOC(=O)c1ccc(-c2ccc(/C=C3/C(C)=C(C#N)c4nc(N)c(C#N)c(C)c43)o2)cc1 | 4% | -1.5%

In the list so far, 13 have a furan ring, fused or not.
SMILES | MKP-3 inhibition | Hsp70 inhibitors
O=C1/C(=C/c2ccc(Br)o2)Sc2ccccc21 | 2% | -42%
COc1ccc(S(=O)(=O)N(CC(=O)NCc2ccco2)c2ccccc2)cc1 | / | -3.4%
CC1CCN(C(=O)c2ccc(COc3ccccc3Cl)o2)CC1 | -6% | 0.4%
CCOC(=O)c1c(-c2ccccc2)oc2cc(Br)c(OC(C)C(=O)OC)cc12 (stereo not drawn) | 2% | -1.7%
CCOc1ccccc1NC(=O)CSc1nnc(CNC(=O)c2ccco2)o1 | -5% | /
CCOC(=O)C1=C(c2ccccc2)N=c2s/c(=C\c3ccco3)c(=O)n2C1c1cccs1 (stereo not drawn) | 3% | -1.7%
N#Cc1c(N)nc(SCC(=O)OCc2ccccc2)c(C#N)c1-c1ccco1 | -3% | 2.0%
Cc1ccc2nc(/C(C#N)=C\c3ccc([N+](=O)[O-])o3)[nH]c2c1 | 0% | -10%
CC(=O)c1ccc(NC(=O)C(Cc2ccccc2)NC(=O)c2ccco2)cc1 (stereo not drawn) | / | -2.3%
O=C(NCC(=O)N(CC1CCCO1)C(C(=O)NC1CCCC1)c1cccnc1)c1ccco1 (stereo not drawn) | -6% | -2.0%
CCc1ccc(NC(=O)c2cc(-c3ccco3)on2)cc1 | -9% | -3.1%
Cc1ccc(OCC(=O)NNC(=O)c2ccco2)c(Br)c1 | 2% | -4.6%
CCOC(=O)c1ccc(-c2ccc(/C=C3/C(C)=C(C#N)c4nc(N)c(C#N)c(C)c43)o2)cc1 | 4% | -1.5%

Assay outcomes: PubChem, Sanford-Burnham Center for Chemical Genomics
